# HT1080 IDH1KD tx: HT-1080 IDH1 knockdown cell toxicity (counter line); HT-1080 IDH1 knockdown viability, ATP luminescence, 48 h; Potency, µM (doses to about 46.1 µM), inactives show top-dose activity, negative = toxicity, actives largely listed as cytotoxic; hit rate 2% among 360,000; AID 686971;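 also: potency is read from the fitted curve at half-maximal effect; 0% = DMSO wells and -100% = cell-free medium wells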
#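 CellTiter-Glo luminescence after 48 h compound exposure at 37 degrees C of IDH1-knockdown HT-1080 cells in 5% FBS RPMI. %Activity scaled between DMSO wells and cell-free media wells, with curves fitted and assigned curve classes.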
# HT1080-NT tox: kills 2HG-producing HT-1080-NT fibrosarcoma cells; hit rate 1.6% among 360,000; Potency, µM (doses to about 46.1 µM), for the others: at the highest dose activity, negative = less viability, hits mostly cytotoxic; HT-1080-NT fibrosarcoma viability, CellTiter-Glo ATP luminescence, 48 h;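 also: NT is the 2HG producing partner of a matched IDH1 knockdown line; potency is read from the fitted curve at half-maximal effect; 0% = DMSO-treated cells and -100% = media-only wells without cells; nearly all actives have a fitted effect of over 55% in size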
#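 HT-1080-NT fibrosarcoma cells (2HG-overproducing), 750 cells/well in RPMI with 5% FBS, dosed after 2 h and incubated 48 h at 37C. CellTiter-Glo luminescence normalized to DMSO and no-cell wells; concentration-response curves fitted and classed.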
# KB-V1 MDR tox: KB-V1 MDR subline cytotoxicity; KB-V1 MDR cells viability, CellTiter-Glo, 72 h; Potency, µM (titrated, usually from 46.1 µM), inactives show at the top dose activity change, negative = cytotoxicity, actives largely listed as cytotoxic; hit rate 3.4% among 400,000; AID 1347076; also: potency is read from the fitted curve at half-maximal effect; % is scaled to controls: 0 for no effect and ±100 for the full control effect; nearly all actives have a fitted effect of over 60% in size
#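 Potencies derive from concentration-effect curves fitted to normalized luminescence (CellTiter-Glo) of KB-V1 cells treated for 72 h at 37 degrees C in phenol-red-free DMEM containing 10% FBS.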
# MCF10A rerep: DNA re-replication induction in MCF 10a cells | Potency, µM (top dose mostly 46.1 µM), inactives show top-dose activity, positive = re-replication, usual class: activators | MCF 10A DNA re-replication, Hoechst nuclear intensity, 48 h | AID 624296 | hit rate 2.9% among 350,000; also: potency is read from the fitted curve at half-maximal effect; % of control where 0% means no effect; nearly all actives have a fitted effect of over 50% in size
# IL-1B inflam inh: inhibitors of inflammasome signaling (IL-1 beta secretion) | THP-1 LPS/ATP IL-1B secretion, AlphaLISA, 16 h; hits give low values | activity change, % at 57.5 µM | hit rate 4.7% among 360,000; in the data active = activity change below about -50%; inconclusive = mostly about -30% to -49%; also: % is scaled to controls: 0 for no effect and ±100 for the full control effect
#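 THP-1 cells pretreated 1 hr with compounds (up to 57.5 uM final), then stimulated with LPS (250 ng/mL final) plus ATP (1.25 mM final); secreted IL-1B measured by AlphaLISA after 16 hr, decreased signal indicating inhibition.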
# S2 tox: cell viability loss in ATXN counter-screen; S2 cells (HEK-293 line with an ATXN2-luciferase reporter) viability, CellTiter-Fluor protease fluorescence, 24 h; Potency, µM (doses to about 56.7 µM), usual class: cytotoxic; hit rate 0.49% among 400,000; AID 651635; also: potency is read from the fitted curve at half-maximal effect; nearly all actives have a fitted effect of over 40% in size
# ATXN2 expr inh: ATXN2 expression inhibition; HEK-293 ATXN2-luciferase reporter, luminescence, 24 h; hit rate 0.72% among 360,000; Potency, µM (highest dose often 57 µM), for the others: top-dose activity change, negative = inhibition, hits mostly inhibitors; also: potency is read from the fitted curve at half-maximal effect; % is scaled to controls: 0 for no effect and ±100 for the full control effect; nearly all actives have a fitted effect of over 55% in size
#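 qHTS (up to 57 uM final) was run with 24 h compound exposure of reporter cells at 37 °C. Each well was multiplexed: SteadyGlo luminescence measured ATXN2-luciferase expression after a fluorogenic Gly-Phe-AFC viability readout (25 uM final).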
# SW480 rereplic: DNA re-replication induction in SW480 cells; Potency, µM (doses to about 46.1 µM), for the others: at the top dose re-replication activation, actives largely listed as activators; hit rate 1.8% among 340,000; SW480 DNA re-replication, Hoechst DNA content imaging, 48 h; also: potency is read from the fitted curve at half-maximal effect; % of control where 0% means no effect; nearly all actives have a fitted effect of over 55% in size
#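 Readout is total intensity of Hoechst-stained nuclei, excited at 405 nm and collected at 500-530 nm. Compound treatment lasted 48 hr at 37 C in 5% CO2 before staining.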
# KB-3-1 cytotox: kills parental KB-3-1 adenocarcinoma cells; KB-3-1 viability, CellTiter-Glo ATP luminescence, 72 h; Potency, µM (doses to about 46.1 µM), for the others: at the highest dose activity change, negative = cytotoxic, actives largely listed as cytotoxic; hit rate 1.4% among 400,000; AID 1347075; also: potency is read from the fitted curve at half-maximal effect; % is scaled to controls: 0 for no effect and ±100 for the full control effect; nearly all actives have a fitted effect of over 60% in size
#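 Using CellTiter-Glo luminescence, growth of non-resistant KB-3-1 adenocarcinoma cells is assessed 72 h after pin-tool compound addition at 37 °C. Normalized responses across the concentration series yield fitted curves.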
# * hit, by the source's call; i = inactive; u = inconclusive; x = not tested or not shown; [ ] = dose if it differs, or a comment. Unless noted, calls follow the shape of the dose curve; as a rule, active = well fitted curve in the direction sought with a large enough effect; inconclusive = small, poorly fitted or top-dose-only effect, or another doubt; inactive = no such curve, though single readings can be large; an effect the other way counts as inactive or inconclusive.
1: CC(C)COc1ccc(C(=O)N/C(=C\c2cccc([N+](=O)[O-])c2)C(=O)OC(C)C)cc1
2: CCC1(C)SC(NC(C)=O)=NN1C(C)=O (configuration not stated)
3: O=C(Nc1ccc(S(=O)(=O)N(Cc2ccccc2)c2ccccc2)cc1)c1ccccc1F
4: Fc1ccccc1CCNc1nnnn1-c1ccccc1
5: CC(=O)C1C(c2ccccc2)c2c(n[nH]c2C)CC1(C)O (configuration not stated)
6: CC(=O)Nc1ccc(SCC(=O)N(C)C2CCS(=O)(=O)C2)cc1 (configuration not stated)
7: Cn1c(=O)c2sccc2n2c(CCCC(=O)Nc3ccc(F)c(F)c3)nnc12
8: O=C(CSc1cccc2cccnc12)Nc1ccc(S(=O)(=O)N2CCOCC2)cc1
9: CC1CCN(C(=O)CCNS(=O)(=O)c2ccc3c(c2)c(=O)n(C)c(=O)n3C)CC1
10: COC(=O)c1cc(S(=O)(=O)NCCc2cccc(C)c2)cn1C

entry no.	1	2	3	4	5	6	7	8	9	10
HT1080 IDH1KD tx	0%	-3%	x	-11%	15%	14%	x	u	27%	9%
HT1080-NT tox	-8%	2%	x	0%	9%	12%	x	u	25%	-5%
KB-V1 MDR tox	-16%	-1%	-14%	0%	6%	20%	10%	u	-10%	-1%
MCF10A rerep	u	-2%[9.22 µM]	x	u	12%	6%	x	-9%	2%	25%
IL-1B inflam inh	-7	16	x	8	7	-10	x	-101*	-9	-11
S2 tox	i	i	i	u	i	i	i	11µM*	i	i
ATXN2 expr inh	8%	11%	-2%	-7%	-4%	-13%[11.3 µM]	-2%	13µM*	4%	-2%
SW480 rereplic	4%	-19%	x	9%	-3%	-6%[1.84 µM]	x	u	u	11%
KB-3-1 cytotox	-1%	0%	3%	8%	-3%	3%	-16%	1%	2%	-1%

11: CN(C)c1cccc(C(=O)NNC(=O)CN2C(=O)C3CC=CCC3C2=O)c1 (configuration not stated)
12: Cc1ccc(NC(=O)c2nc(S(C)(=O)=O)ncc2N(Cc2ccco2)Cc2cccs2)cc1C
13: CCOc1cc(/C=N\NC(=O)C2C(=O)NCC2c2ccccc2)ccc1OC (configuration not stated)
14: CCOc1ccc(-c2cnc(N)n2C)cc1
15: O=C(/C=C/Nc1ccc(Oc2ccccc2Cl)cc1)c1ccco1
16: O=[N+]([O-])c1ccccc1NCc1c(O)ccc2ccccc12
17: Cc1cccc(OCC(=O)NCC2CCCO2)c1C (configuration not stated)
18: Cc1ccc(C(=O)NCCCNC(=O)c2ccc(Cl)cc2)cn1
19: NC(=O)[C@@H]1CCCN1C(=O)c1ccc2nc(Cc3ccccc3F)oc2c1
20: CCC(C(=O)Nc1ccc(C(C)C)cc1)c1ccccc1 (configuration not stated)

entry no.	11	12	13	14	15	16	17	18	19	20
HT1080 IDH1KD tx	7%	x	-17%	8%	u	-1%	1%	-1%	12%	-9%
HT1080-NT tox	17%	x	-16%	4%	u	1%	5%	3%	16%	11%
KB-V1 MDR tox	13%	-5%	-1%	3%	u	1%	-5%	6%	6%	0%
MCF10A rerep	-8%	x	-2%	2%	u	u	-4%	2%	2%	20%
IL-1B inflam inh	-17	x	-11	-8	-23	0	-6	0	5	0
S2 tox	i	i	i	i	i	u	i	i	i	i
ATXN2 expr inh	69%[activator]	0%	-4%	x	23%	x	-6%	-6%	39%	-5%
SW480 rereplic	-7%	x	-4%	-3%	u	9%	-1%	0%	-13%	-32%[inhibitor]
KB-3-1 cytotox	u	-10%	7%	4%	21µM*	-2%	20%	1%	24%	-9%

21: COc1ccc(Cl)cc1S(=O)(=O)N1CCN(Cc2ccc3c(c2)OCO3)CC1
22: Cc1ccc(N=C2C(=O)Nc3ccccc32)cc1C
23: COc1ccc(Nc2cccc3ccccc23)cc1
24: CCCc1nn(C)c2c(=O)[nH]c(-c3cc(S(N)(=O)=O)ccc3OCC)nc12
25: Cc1csc(=O)n1CCC(=O)OCC(=O)NNC(=O)c1ccc(Br)cc1
26: COc1ccc(CCN2C(=O)N(c3ccc(F)cc3)C(=O)C2CC(=O)Nc2ccc(OC)cc2)cc1 (configuration not stated)
27: Cc1ccc(C)c(NC(=O)Cn2c(-c3nonc3N)nc3ccccc32)c1
28: Cc1cc(C)c2c(n1)nn1c(C)c(CCC(=O)NCc3ccc(Cl)cc3)c(C)nc21
29: COc1ccc(C(=O)O/N=C/c2c(C(F)(F)F)nn(C)c2SCc2ccccc2Cl)cc1
30: O=C(c1cc2ccccc2oc1=O)N1CCN(CCc2ccccc2)CC1

entry no.	21	22	23	24	25	26	27	28	29	30
HT1080 IDH1KD tx	-8%	7%	-8%	6%	-6%	x	x	x	-25%	-14%
HT1080-NT tox	-11%	1%	-2%	7%	0%	x	x	x	-18%	9%
KB-V1 MDR tox	u	0%	15%	2%	-15%	0%	u	-5%	u	u
MCF10A rerep	16%	-2%	-14%	-8%	-8%	x	x	x	u	7%
IL-1B inflam inh	-4	-9	0	-18	-1	x	x	x	-26	7
S2 tox	i	u	i	i	i	u	u	i	i	i
ATXN2 expr inh	-14%	12%	40%[activator]	-4%	9%	-6%	u	-3%	-21%	1%
SW480 rereplic	-3%	-4%	u	-7%	-10%	x	x	x	u	-14%
KB-3-1 cytotox	-4%	-1%	0%	-3%	4%	-1%	9%	6%	7.3µM*	6%

# Molecules shown so far containing an aryl methoxy group, in the order listed:
13: CCOc1cc(/C=N\NC(=O)C2C(=O)NCC2c2ccccc2)ccc1OC (configuration not stated)
21: COc1ccc(Cl)cc1S(=O)(=O)N1CCN(Cc2ccc3c(c2)OCO3)CC1
23: COc1ccc(Nc2cccc3ccccc23)cc1
26: COc1ccc(CCN2C(=O)N(c3ccc(F)cc3)C(=O)C2CC(=O)Nc2ccc(OC)cc2)cc1 (configuration not stated)
29: COc1ccc(C(=O)O/N=C/c2c(C(F)(F)F)nn(C)c2SCc2ccccc2Cl)cc1

entry no.	13	21	23	26	29
HT1080 IDH1KD tx	-17%	-8%	-8%	x	-25%
HT1080-NT tox	-16%	-11%	-2%	x	-18%
KB-V1 MDR tox	-1%	u	15%	0%	u
MCF10A rerep	-2%	16%	-14%	x	u
IL-1B inflam inh	-11	-4	0	x	-26
S2 tox	i	i	i	u	i
ATXN2 expr inh	-4%	-14%	40%[activator]	-6%	-21%
SW480 rereplic	-4%	-3%	u	x	u
KB-3-1 cytotox	7%	-4%	0%	-1%	7.3µM*

# Next section
31: COc1ccc(S(=O)(=O)NCC(c2ccco2)N2CCOCC2)cc1OC (configuration not stated)
32: COc1cccc(N2CCN(C(=O)c3ccc4nc(N5CCCCC5)sc4c3)CC2)c1
33: CCN1CCc2c(sc(NC(=O)c3ccc(S(=O)(=O)N4CCCC4)cc3)c2C(=O)NC)C1
34: CC1CC(C)CN(CCC(=O)Nc2ccc(Br)cc2)C1 (configuration not stated)
35: O=C(NC(=S)Nc1ccc(Cl)c(C(=O)O)c1)c1ccc(OCc2ccccc2)cc1
36: COc1ccc(CNCC(=O)Nc2ccccc2-n2cccc2)cc1
37: CCOC(=O)c1ccc(S(=O)(=O)N2CCN(C(=O)C3CSC4(C)CCC(=O)N34)CC2)cc1 (configuration not stated)
38: CC(C)[C@H](NC(=O)c1ccccc1)C(=O)OCC(=O)N1CC(=O)Nc2ccccc21
39: CC(C)(C)c1ccc(-c2nc(C#N)c(NCCCn3ccnc3)o2)cc1
40: CC(=O)Nc1c(-c2ccccc2)nc2ncccn12

entry no.	31	32	33	34	35	36	37	38	39	40
HT1080 IDH1KD tx	x	0%	u	-4%	-25%	u	-8%	0%	23µM*	7%
HT1080-NT tox	x	8%	u	-6%	u	u	-1%	-1%	21µM*	0%
KB-V1 MDR tox	-2%	-7%	u	2%	-10%	u	0%	5%	u	8%
MCF10A rerep	x	24%	18µM*	-3%	2%	u	15%	-6%	-7%	10%
IL-1B inflam inh	x	u	-97*	-54*	30	11	-16	-11	-95*	11
S2 tox	i	i	i	i	i	i	i	i	i	i
ATXN2 expr inh	-3%	23%	-36%	-26%	4%	x	x	-9%	11%	-1%
SW480 rereplic	x	1%	u	-1%	4%	21µM*	3%	-5%	-52%[inhibitor]	-16%
KB-3-1 cytotox	-7%	-4%	u	-1%	-1%	u	u	1%	-6%	10%

41: COc1cccc(NC(=O)CCCNC(=O)Cn2cnc3sc(C)c(C)c3c2=O)c1
42: O=C(Nc1ccccc1)c1ccc2c(c1)OCCO2
43: CN(c1ccccc1)c1nc(-n2ccnc2)nc(-n2ccnc2)n1
44: CCOC(=O)N1CCN(S(=O)(=O)c2ccc(C(=O)N(CCCN(C)C)c3nc4cc(OC)ccc4s3)cc2)CC1
45: CC(C)CCNC(=O)Cn1c(NCCC(C)C)nc2c1c(=O)n(C)c(=O)n2C
46: CN(C)c1cccc(C(=O)N/N=C/c2ccsc2)c1
47: CC1(C)CC(c2nc(-c3ccc(Br)cc3)cs2)CCS1 (configuration not stated)

entry no.	41	42	43	44	45	46	47
HT1080 IDH1KD tx	-13%	-24%	-22%	12%	2%	11%	2%
HT1080-NT tox	-26%	-13%	u	0%	6%	17%	0%
KB-V1 MDR tox	1%	-21%	u	0%	9%	17%	0%
MCF10A rerep	6%	-6%	-1%	5%	4%	-30%[inhibitor]	10%
IL-1B inflam inh	3	-3	16	u	2	-7	11
S2 tox	i	u	i	u	i	u	i
ATXN2 expr inh	-5%	16%	-7%	-5%	-1%	15%	7%
SW480 rereplic	-1%	-38%[inhibitor]	0%	1%	-21%	2%	-2%
KB-3-1 cytotox	22%	0%	5%	-5%	-11%	2%	-4%

# Screening data as filed in PubChem.
